CCT modulator = modulators of cytosolic chaperonin (CCT/TRiC) activity; 360,000 tested, 0.3% active; AID 651819; activity change, % (test concentration not listed), hits read low; purified chaperonin ATPase assay, HTRF ADP detection, 30 min; in the data active means activity change below about -30%; further: on the % scale 0 is the no-effect control and ±100 the full control effect
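Nucleotide hydrolysis assay: TRiC at 20–40 nM final (set by batch activity) with 10 uM ATP, 30 min at 37 °C, in presence of 76 uM compound. Detection by competitive ADP HTRF, 30 min ambient.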
pAkt inh = Akt phosphorylation inhibition. Neuro2A IGF-stimulated pAkt S473 HTRF, 20 min; stronger effect = lower value. activity change, % for hits at 50 µM. 360,000 tested, 0.32% active; in the data active means activity change below about -80%; inconclusive means mostly about -51% to -80%; further: on the % scale 0 is the no-effect control and ±100 the full control effect
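Neuro2A cells (4,500/well, DMEM with 0.5% FBS) were treated with compound at a single 50 µM final concentration, stimulated with 6 nM IGF for 20 min at 37 °C, and lysed. Phospho-Akt Ser473 was read by HTRF as 665/615 ratio ×10^4.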
EPAC2 antag = blocks human EPAC2 exchange factor; 360,000 tested, 0.18% active; EPAC2 GEF exchange of Rap1B-BODIPY-GDP, fluorescence; Potency, µM (series often up to 114 µM), without a hit: top-dose activity, negative = inhibition, usual class: inhibitors; further: potency means the concentration at half of the fitted maximal effect; on the % scale 0 is the no-effect control and ±100 the full control effect; nearly all actives have a fitted effect of over 45% in size; many of its hits are not listed in these tables
Target sequence (Q8WZA2 whole entry, looked up): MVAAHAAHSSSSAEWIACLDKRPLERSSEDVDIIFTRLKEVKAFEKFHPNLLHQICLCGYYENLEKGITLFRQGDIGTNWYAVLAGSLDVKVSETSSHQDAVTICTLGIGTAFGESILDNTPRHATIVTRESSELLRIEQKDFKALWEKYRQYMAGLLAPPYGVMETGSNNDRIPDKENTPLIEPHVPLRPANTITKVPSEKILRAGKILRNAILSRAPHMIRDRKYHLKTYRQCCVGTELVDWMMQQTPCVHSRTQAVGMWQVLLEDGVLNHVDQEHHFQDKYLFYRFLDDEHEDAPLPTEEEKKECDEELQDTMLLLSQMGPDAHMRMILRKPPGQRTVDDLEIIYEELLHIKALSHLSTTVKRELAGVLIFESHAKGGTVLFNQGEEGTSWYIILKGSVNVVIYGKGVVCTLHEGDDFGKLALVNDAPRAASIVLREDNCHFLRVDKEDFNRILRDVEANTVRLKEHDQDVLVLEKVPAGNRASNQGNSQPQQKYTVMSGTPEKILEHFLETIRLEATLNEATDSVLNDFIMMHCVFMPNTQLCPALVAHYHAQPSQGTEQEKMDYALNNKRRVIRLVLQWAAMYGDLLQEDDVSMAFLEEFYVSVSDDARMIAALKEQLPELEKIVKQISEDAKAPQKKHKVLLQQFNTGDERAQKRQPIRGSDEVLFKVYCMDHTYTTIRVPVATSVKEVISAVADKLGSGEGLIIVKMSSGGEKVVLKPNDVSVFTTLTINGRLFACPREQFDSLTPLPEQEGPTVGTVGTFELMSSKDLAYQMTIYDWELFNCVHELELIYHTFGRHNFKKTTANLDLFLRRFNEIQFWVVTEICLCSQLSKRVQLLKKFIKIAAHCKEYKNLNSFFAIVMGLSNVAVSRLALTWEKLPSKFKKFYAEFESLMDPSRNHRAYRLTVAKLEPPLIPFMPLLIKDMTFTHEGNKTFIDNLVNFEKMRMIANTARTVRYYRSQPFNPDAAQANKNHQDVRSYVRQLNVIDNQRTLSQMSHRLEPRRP
TGFb inhibitor = inhibitors of TGF-b signaling; AID 588855; HepG2 CAGA-GFP TGF-b/SMAD3 reporter, GFP fluorescence, 18 h; TGF-beta stimulated, 500 pg/mL final; Potency, µM (series often up to 46.1 µM), without a hit: at the top dose activity, negative = inhibition, usual class: inhibitors; 410,000 tested, 1.2% active; further: potency means the concentration at half of the fitted maximal effect; on the % scale 0 is the no-effect control and ±100 the full control effect; nearly all actives have a fitted effect of over 65% in size
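HEPG2 CAGA-GFP cells (1000/well, DMEM with 1% FBS) were pre-incubated 2 h at 37 degrees C, given compound by pin tool, then stimulated with TGF-beta at 500 pg/mL final for 18 h before per-cell GFP fluorescence imaging.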
Nrf2 ARE act = activators of Nrf2 (ARE) signaling | AREc32 ARE-luciferase reporter (MCF7-derived line), luminescence, 24 h | Potency, µM (series often up to 46.1 µM), for inactives: at the top dose activation, usual class: activators | 410,000 tested, 0.31% active; further: potency means the concentration at half of the fitted maximal effect; % of control where 0% means no effect; nearly all actives have a fitted effect of over 65% in size
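For detection, Steady-Glo was added and plates sat 30 min at RT; before that, AREc32_Fluc cells grown overnight in OPTI-MEM/5% FBS had been treated with 23 nL compound for 24 hr at 37 deg C.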
EPAC2 ag = EPAC2 (human) agonism; EPAC2 activation, biochemical qHTS; response scale: 100% = 6.5 mM cAMP response; Potency, µM (top dose mostly 154 µM), for inactives: at the highest dose activation, usual class: activators; AID 720711; 360,000 tested, 0.079% active; further: potency means the concentration at half of the fitted maximal effect; nearly all actives have a fitted effect of over 50% in size
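qHTS, titration series. 100 nM EPAC2 / 250 nM Rap1B-BODIPY-GDP / 50 uM GDP; RT; ex 480/em 540 nm, 5-min reads to 30 min. Norm. to 6.5 mM cAMP = activation.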
Nrf2 inh = blocks Nrf2 signaling; A549 ARE-Fluc reporter, luciferase luminescence, 18-24 h; Potency, µM (series often up to 46 µM), without a hit: at the top dose activity change, negative = inhibition, usual class: inhibitors; 360,000 tested, 2.1% active; further: potency means the concentration at half of the fitted maximal effect; on the % scale 0 is the no-effect control and ±100 the full control effect; nearly all actives have a fitted effect of over 60% in size
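A549 ARE_Fluc cells, 5000/well, 5% FBS OPTI-MEM; compounds in dose-response, 18-24 h at 37 °C/5% CO2; CellTiter-Fluor viability read (Ex 405/Em 525), then BugLite luciferase luminescence = Nrf2 activity.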
Mm-Cpn inhibitor = M. maripaludis TRiC chaperonin inhibition. purified Mm-Cpn ATPase, ADP Transcreener TR-FRET. Potency, µM (highest dose often 76.9 µM), for the others: at the top dose activity, negative = inhibition, usual class: inhibitors. 330,000 tested, 0.031% active. AID 504842; further: potency means the concentration at half of the fitted maximal effect; on the % scale 0 is the no-effect control and ±100 the full control effect; nearly all actives have a fitted effect of over 80% in size
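Compound-treated chaperonin, 25 nM final, turns over 10 uM ATP at 37°C for 30 min following a 10 min preincubation; ADP generated competes with ADP-d2 for Eu-cryptate antibody, lowering FRET.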
A549 viability = counter-screen for Nrf2 inhibitors: cytotoxicity in A549 cells | A549 ARE-Fluc cells, CellTiter-Fluor viability, 18-24 h | Potency, µM (titrated, usually from 46 µM), for the others: at the highest dose activity change, negative = cytotoxicity, actives largely listed as inhibitors | 390,000 tested, 0.16% active | AID 504648; further: potency means the concentration at half of the fitted maximal effect; on the % scale 0 is the no-effect control and ±100 the full control effect
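Cytotoxicity counterscreen: CellTiter-Fluor fluorescence was measured in A549 ARE_Fluc cells after 18-24 h of compound exposure in a concentration series. The subsequent BugLite luminescent read reports ARE-luciferase activity.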
Starred values were filed as active, the others as inactive; [ ] = dose if it differs, or a comment. Unless noted, the call rests on the fitted dose curve; in most records, active means well fitted curve in the direction sought with a large enough effect; inconclusive means small, poorly fitted or top-dose-only effect, or another doubt; inactive means no such curve, though single readings can be large; an effect the other way counts as inactive or inconclusive. This is a subset; rates above refer to the full screens.

COc1ccc(-c2csc(Nc3ccccc3)[n+]2CC(O)c2ccc([N+](=O)[O-])cc2)cc1 (centres undefined) was read as CCT modulator 0.8, pAkt inh inactive, EPAC2 antag -9.8%, TGFb inhibitor -18.9%, Nrf2 ARE act 2.8%, EPAC2 ag 8.0%, Nrf2 inh inconclusive, Mm-Cpn inhibitor inconclusive and A549 viability -7.9%.
Screening O=C(CSc1nnc(CN2CCCCCC2=O)n1-c1ccccn1)NCC(F)(F)F returned CCT modulator -1.8, pAkt inh inactive, EPAC2 antag 0.1%, TGFb inhibitor 6.5%, Nrf2 ARE act 0.0%, EPAC2 ag -1.8%, Nrf2 inh -1.2%, Mm-Cpn inhibitor 1.4% and A549 viability 0.0%[1.84 µM].
For CCN1CCN(CC(=O)Nc2nc3ccc(C)cc3s2)CC1 the results were CCT modulator 0.0, pAkt inh inactive, EPAC2 antag -13.0%, TGFb inhibitor 4.5%, Nrf2 ARE act 4.0%, EPAC2 ag 0.9%, Nrf2 inh 2.5%, Mm-Cpn inhibitor 2.5% and A549 viability 2.1%.
Screening O=C(O)c1c[nH]c2c([N+](=O)[O-])cccc2c1=O returned CCT modulator -0.7, pAkt inh inactive, EPAC2 antag 13.5%, TGFb inhibitor -3.0%, Nrf2 ARE act 4.6%, EPAC2 ag -0.1%, Nrf2 inh -3.3% and A549 viability -20.6%.
`Cc1nc2c(-c3ccccc3)c(C)nn2c(C)c1CCC(=O)N1CCN(c2ccc(F)cc2)CC1` gave TGFb inhibitor inconclusive, Nrf2 ARE act -0.3%, Nrf2 inh -21.4% and A549 viability -4.1%.
CCN(CC)CCNC(=O)c1cc([N+](=O)[O-])c(N(C)C)cc1OC was read as CCT modulator -3.0, pAkt inh inactive, EPAC2 antag -0.3%, TGFb inhibitor -1.6%, Nrf2 ARE act -0.8%, EPAC2 ag 3.6%, Nrf2 inh 3.6%, Mm-Cpn inhibitor 2.1% and A549 viability 0.1%.
For CC(=O)c1cccc(OCc2cc(C(=O)NCCC3=CCCCC3)no2)c1 the results were CCT modulator -1.8, pAkt inh inactive, EPAC2 antag -7.7%, TGFb inhibitor -29.2%, Nrf2 ARE act 0.6%, EPAC2 ag 2.0%, Nrf2 inh inconclusive, Mm-Cpn inhibitor 0.1% and A549 viability 3.9%.
C=Cc1ccc(Cn2c(=O)cc(C)c3c(C)nn(C)c32)cc1 was read as TGFb inhibitor -14.2%, Nrf2 ARE act 3.8%, Nrf2 inh inconclusive and A549 viability -1.1%.
Cc1ccc(C(=O)NN2C(=O)/C(=C/c3cccn3C)SC2=S)cc1 was read as CCT modulator -4.0, pAkt inh inactive, EPAC2 antag -0.8%, TGFb inhibitor 8.2%, Nrf2 ARE act -1.5%, EPAC2 ag 22.3%, Nrf2 inh inconclusive, Mm-Cpn inhibitor -1.5% and A549 viability inconclusive.
`CCN1CCC(N(Cc2ccc(F)cc2)C(=O)Nc2cc(Cl)ccc2C(=O)OC)CC1` gave TGFb inhibitor 0.9%, Nrf2 ARE act -0.3%, Nrf2 inh inconclusive and A549 viability -4.2%.
`Cc1ccc2c(C)c(C(=O)N3CCN(Cc4ccccn4)CC3)oc2c1C` gave CCT modulator -0.8, pAkt inh inactive, EPAC2 antag -0.3%, TGFb inhibitor -29.6%, Nrf2 ARE act 3.1%, EPAC2 ag 7.1%, Nrf2 inh 0.9%, Mm-Cpn inhibitor 1.2% and A549 viability -0.2%.
NC1=NC(=O)C(CC(=O)NCc2ccccc2)S1 (centres undefined) was read as CCT modulator -1.4, pAkt inh inactive, EPAC2 antag -3.5%, TGFb inhibitor -5.5%, Nrf2 ARE act 1.0%, EPAC2 ag 1.3%, Nrf2 inh -6.6%, Mm-Cpn inhibitor 0.0% and A549 viability 4.1%.
`C/C(=N\NC(=O)c1c[nH]c2ccccc12)c1ccc2c(c1)OCO2` gave CCT modulator -2.5, pAkt inh inactive, EPAC2 antag -8.3%[57.1 µM], TGFb inhibitor 8.5%, Nrf2 ARE act 12.1%, EPAC2 ag 16.7%, Nrf2 inh 22.1%, Mm-Cpn inhibitor -18.0% and A549 viability 8.6%.
For CN1CCC(N(C)C(=O)c2cccc(S(=O)(=O)N3CCOCC3)c2)CC1 the results were CCT modulator -0.5, pAkt inh inactive, EPAC2 antag -0.3%, TGFb inhibitor 5.2%, Nrf2 ARE act -0.9%, EPAC2 ag -0.2%, Nrf2 inh 20.3%, Mm-Cpn inhibitor 1.2% and A549 viability -4.0%.
For N#CCCN(C(=O)COC(=O)CNC(=O)c1ccc(-c2ccccc2)cc1)c1ccc(F)cc1 the results were CCT modulator -2.3, pAkt inh inactive, EPAC2 antag -15.6%, TGFb inhibitor 0.4%, Nrf2 ARE act 0.2%, EPAC2 ag 10.6%, Nrf2 inh 7.2%, Mm-Cpn inhibitor -1.5% and A549 viability 1.5%.
For CN(C)c1ccc(NC(=O)CCn2c(=S)oc3ccccc32)cc1 the results were CCT modulator -1.5, pAkt inh inactive, EPAC2 antag 0.6%, TGFb inhibitor -10.2%, Nrf2 ARE act 0.6%, EPAC2 ag 6.5%, Nrf2 inh 3.9%, Mm-Cpn inhibitor -0.1% and A549 viability -4.2%.
`N#C/C(=C/C1=C(N2CCOCC2)C(=C/c2ccc(Cl)cc2)/CC1)C(=O)Nc1ccccc1F` gave CCT modulator 2.2, pAkt inh inactive, EPAC2 antag -0.4%, TGFb inhibitor 2.9%, Nrf2 ARE act 1.7%, EPAC2 ag -1.0%, Nrf2 inh 7.6% and A549 viability -9.7%.
CN1CCN(NC(=S)Nc2ccc(Oc3ccccc3)cc2)CC1 was read as CCT modulator -1.0, pAkt inh inactive, EPAC2 antag 0.9%, TGFb inhibitor -17.1%, Nrf2 ARE act 0.2%, EPAC2 ag 4.8%, Nrf2 inh inconclusive, Mm-Cpn inhibitor 0.7% and A549 viability -16.3%.
`C/C(=N\NC(=O)c1c(Cl)c(C)nn1C)c1ccc(NC(=O)C2CCC2)cc1` gave CCT modulator 0.6, pAkt inh inactive, EPAC2 antag -5.1%, TGFb inhibitor 0.0%, Nrf2 ARE act -0.8%, EPAC2 ag -9.9%, Nrf2 inh 6.5%, Mm-Cpn inhibitor inconclusive and A549 viability -12.2%.
CCOC(=O)C1=C(C)c2ccccc2OC1(C(=O)OCC)C(C)C (centres undefined) was read as CCT modulator -2.6, pAkt inh inactive, EPAC2 antag inconclusive, TGFb inhibitor -3.0%, Nrf2 ARE act 0.2%, EPAC2 ag 2.2%, Nrf2 inh 9.9%, Mm-Cpn inhibitor 0.6% and A549 viability -0.7%.
CCOc1ccc(N(C)C(CNS(=O)(=O)c2ccccc2)c2ccccc2)cc1 (centres undefined) was read as TGFb inhibitor inconclusive, Nrf2 ARE act 4.1%, Nrf2 inh inconclusive and A549 viability -8.5%.
`CC(=O)O[C@H]1CC[C@H]2[C@@H]3CCc4cc(O)ccc4[C@H]3CC[C@]12C` gave CCT modulator -8.2, pAkt inh inactive, EPAC2 antag -7.6%, TGFb inhibitor inconclusive, Nrf2 ARE act -0.8%, EPAC2 ag -0.2%, Nrf2 inh inconclusive, Mm-Cpn inhibitor -4.0%[15.4 µM] and A549 viability -1.6%.
`O=C(/C=C/c1ccco1)NCC(=O)N/N=C/c1ccc(Cl)cc1` gave CCT modulator -0.3, pAkt inh inactive, EPAC2 antag 4.7%, TGFb inhibitor -1.6%, Nrf2 ARE act inconclusive, EPAC2 ag 6.4%, Nrf2 inh 12.4%, Mm-Cpn inhibitor -1.8% and A549 viability 2.8%.
CNC(=S)NNC(=O)c1sc(-c2cc(C)on2)nc1C was read as CCT modulator 1.9, pAkt inh inactive, EPAC2 antag -3.9%, TGFb inhibitor 23.7%, Nrf2 ARE act 2.8%, EPAC2 ag 5.9%, Nrf2 inh -6.1%, Mm-Cpn inhibitor 0.8% and A549 viability 9.8%.
`Cc1cccc(N2CCN(C(=O)c3ccc4c(c3)CCN4S(=O)(=O)c3ccccc3)CC2)c1C` gave TGFb inhibitor inconclusive, Nrf2 ARE act 3.0%, Nrf2 inh inconclusive and A549 viability -1.8%.
`CCCn1nc(NC(=O)c2ccccn2)c2cc3cc(C)ccc3nc21` gave CCT modulator -2.9, pAkt inh inactive, EPAC2 antag -3.3%, TGFb inhibitor 0.0%, Nrf2 ARE act 0.0%, EPAC2 ag 13.9%, Nrf2 inh 10.1%, Mm-Cpn inhibitor -0.5% and A549 viability -1.6%.
`COCCSc1ccccc1C(=O)Nc1cc(C)on1` gave CCT modulator -1.3, pAkt inh inactive, EPAC2 antag 9.2%, TGFb inhibitor -3.4%, Nrf2 ARE act 0.0%, EPAC2 ag 1.7%, Nrf2 inh 11.9%, Mm-Cpn inhibitor -0.6% and A549 viability 0.3%.
`CC(=O)Nc1ccc(N(C(=O)Cc2c[nH]c3ccccc23)C(C(=O)NC2CCCCC2)c2ccco2)cc1` (centres undefined) gave CCT modulator -1.5, pAkt inh inactive, EPAC2 antag -2.6%, TGFb inhibitor inconclusive, Nrf2 ARE act 3.3%, EPAC2 ag -7.1%, Nrf2 inh inconclusive, Mm-Cpn inhibitor 1.5% and A549 viability -0.8%.
For Cc1cc(-c2nnc3sc(C4CCCCC4)nn23)n[nH]1 the results were CCT modulator 0.4, pAkt inh inactive, EPAC2 antag 0.5%, TGFb inhibitor 26.4%, Nrf2 ARE act 0.1%, EPAC2 ag 2.0%, Nrf2 inh inconclusive, Mm-Cpn inhibitor 0.3% and A549 viability 4.1%.

Bioassay records from PubChem.
